IDE act = activators of human insulin-degrading enzyme in cells; activation, % at 5.96 µM; AID 493087; 340,000 tested, 0.073% active; HEK cells, FAbeta-B cleavage, fluorescence polarization; 0% vehicle, 100% cell-free pure enzyme wells;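 active means activation above the mean of all tested compounds plus 3 SD, set per screening campaign, cut at about 17% in these data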
CHRM4 PAM = CHRM4 positive allosteric modulation. P08173. 360,000 tested, 0.4% active. activation, % at 3 µM. CHO-K1 hM4/Gqi5, Fluo-8 calcium fluorescence, ACh EC20; 0% = ACh EC20, 100% = maximal ACh;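 active means activation above its plate's cutoff, the mean activation of sample wells plus 3 SD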; further: some results filed as inactive read as strong as hits
Target sequence (P08173 whole entry, looked up): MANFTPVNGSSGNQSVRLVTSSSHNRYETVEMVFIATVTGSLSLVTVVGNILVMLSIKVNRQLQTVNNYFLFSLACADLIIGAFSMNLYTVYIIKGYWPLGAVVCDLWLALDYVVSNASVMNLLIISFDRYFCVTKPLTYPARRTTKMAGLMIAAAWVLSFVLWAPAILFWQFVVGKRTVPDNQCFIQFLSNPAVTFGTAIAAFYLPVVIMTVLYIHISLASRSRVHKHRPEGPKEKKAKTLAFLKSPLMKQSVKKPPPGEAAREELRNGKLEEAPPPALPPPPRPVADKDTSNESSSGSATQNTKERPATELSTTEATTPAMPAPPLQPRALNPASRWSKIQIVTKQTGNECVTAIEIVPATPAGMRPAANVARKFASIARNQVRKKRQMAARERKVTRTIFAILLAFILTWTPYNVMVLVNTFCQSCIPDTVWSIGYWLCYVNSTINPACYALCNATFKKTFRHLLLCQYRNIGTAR
CRFBP-R2 agonist = CRF-BP/CRF-R2 complex agonism; HEK293 CRF-R2/CRF-BP, calcium dye fluorescence (FLIPR); percent of saturating CRF peptide response; activation, % at 13.2 µM; AID 588473; 350,000 tested, 0.46% active;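 active means activation of at least 50%, plus an integration ratio under a set limit after plate pattern correction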;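 further: plate controls were neutral control wells without compound for no effect and CRF at EC100 for full effect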
PHOSPHO1 inh = PHOSPHO1 (human) inhibition. recombinant PHOSPHO1, absorbance phosphatase assay. inhibition, % at 13.3 µM. 290,000 tested, 1.1% active. Q8TCT1; in the data active means inhibition above about 60%
Target sequence (Q8TCT1 whole entry, looked up): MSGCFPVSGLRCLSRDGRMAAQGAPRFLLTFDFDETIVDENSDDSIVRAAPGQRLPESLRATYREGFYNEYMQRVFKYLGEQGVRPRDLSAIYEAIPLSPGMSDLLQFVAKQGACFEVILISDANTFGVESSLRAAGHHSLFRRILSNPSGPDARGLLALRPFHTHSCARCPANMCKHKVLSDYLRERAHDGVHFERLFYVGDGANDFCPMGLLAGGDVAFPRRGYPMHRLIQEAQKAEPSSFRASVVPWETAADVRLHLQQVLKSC
MEKK3 PB1 HTS = MEKK3-MEK5 PB1 interaction, increase or decrease | bead-based flow cytometry, Alexa488-MEK5 binding to MEKK3; actives lie on both sides; 0 = blocked by unlabeled MEK5, 100 = vehicle | binding response (% of control), % at 10 µM | 290,000 tested, 1.4% active | AID 1529;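 active means binding response more than 3 SD above or below the average of its plate-row segment, actives on both sides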;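 further: Alexa488 bead fluorescence after subtracting the streptavidin-only scavenger bead signal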
CRFBP-R2 block = antagonists of CRF-binding protein/CRF-R2 receptor complex. HEK293 CRF-R2/CRF-BP, CRF-induced calcium fluorescence. inhibition, % at 11.8 µM. 350,000 tested, 0.59% active;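 active means inhibition of the ligand-induced calcium signal above about 50% at the single tested concentration, limit read from the data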
IDE cell inh = cellular human IDE inhibition | inhibition, % at 5.59 µM | AID 434962 | HEK cells, FAbetaB cleavage, fluorescence polarization | P14735 | 320,000 tested, 0.41% active;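 active means percent inhibition above the average of all tested compounds plus 3 SD, set per screening campaign, cut at about 16% in these data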;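 further: IDE supplied by intact live HEK cells; FP after avidin binding of uncleaved biotin substrate so inhibition keeps polarization high; 0% = DMSO wells and 100% = 60 µM reference IDE inhibitor Ii1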
GalR3 antagonist = blocks the human galanin receptor 3; HEK293 GalR3-CNG cAMP membrane potential fluorescence; galR3 body fused to GalR1 C-terminus; inhibition, % at 3 µM; 360,000 tested, 0.44% active; AID 651719;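 active means inhibition above the screen-wide average plus 3 SD, cut at about 13% in these data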;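 further: forskolin and galanin both at EC90 stimulate the cells; cAMP rise reported by CNG channel membrane potential dye signal; 0% = forskolin plus galanin with DMSO and 100% = forskolin alone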
Target sequence (O60755 1-299 limits assumed): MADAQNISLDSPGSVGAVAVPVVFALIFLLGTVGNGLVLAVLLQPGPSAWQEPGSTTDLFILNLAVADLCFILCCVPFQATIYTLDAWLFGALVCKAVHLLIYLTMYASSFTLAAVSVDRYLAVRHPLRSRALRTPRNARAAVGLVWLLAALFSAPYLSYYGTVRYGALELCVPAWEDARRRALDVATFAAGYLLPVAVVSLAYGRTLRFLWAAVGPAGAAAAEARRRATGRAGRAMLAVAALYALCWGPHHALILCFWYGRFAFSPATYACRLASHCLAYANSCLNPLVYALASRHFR
pCIP destab = lowers stability of the mouse p/CIP coactivator protein. 290,000 tested, 0.01% active. F442A p/CIP-EGFP cells, EGFP fluorescence, 16 h. Q05BA5. AID 1984. decrease of EGFP signal, % at 10 µM;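 active means EGFP signal decrease of at least 30% at 10 µM or well 3 SD below plate mean, unless failing retest; inactive means the rest, including hits failing retest or dose response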; further: some compounds called inactive have numbers as strong as hits; many of its hits are not listed in these tables
Active calls of the source: *.

Screening N#C/C(=C/c1ccc(N2CCCCC2)o1)c1cccc(F)c1 returned IDE act -18, CHRM4 PAM 3, CRFBP-R2 agonist 5.1, PHOSPHO1 inh 0, MEKK3 PB1 HTS 101, CRFBP-R2 block 3, IDE cell inh 0, GalR3 antagonist -9 and pCIP destab -8.
Screening Cc1ccc(S(=O)(=O)NC2(C(F)(F)F)NC(=O)N(c3ccccc3F)C2=O)cc1 (stereo unspecified) returned IDE act 4, CHRM4 PAM 0, CRFBP-R2 agonist -1.0, PHOSPHO1 inh 20, MEKK3 PB1 HTS 101, CRFBP-R2 block 5, IDE cell inh -7, GalR3 antagonist -11 and pCIP destab -2.
CCOCC(=O)N(CC)Cc1ccccc1 was read as IDE act 4, CHRM4 PAM 6, CRFBP-R2 agonist 1.7, PHOSPHO1 inh -1, MEKK3 PB1 HTS 99, CRFBP-R2 block 3, IDE cell inh 1, GalR3 antagonist 3 and pCIP destab -5.
`COc1cc(OC)c2ccc(=O)oc2c1C(CCN1CCN(c2ccccc2)CC1)c1ccc2c(c1)OCO2` (stereo unspecified) gave IDE act 4, CHRM4 PAM -1, CRFBP-R2 agonist -0.6, PHOSPHO1 inh 31, MEKK3 PB1 HTS 107, CRFBP-R2 block -8, IDE cell inh 1, GalR3 antagonist -8 and pCIP destab 2.
Screening COc1cccc2c(=O)cc(C)n(CC(=O)Nc3ccccc3C)c12 returned IDE act 4, CHRM4 PAM 1, CRFBP-R2 agonist 9.5, PHOSPHO1 inh 16, MEKK3 PB1 HTS 102, CRFBP-R2 block -15, IDE cell inh -2, GalR3 antagonist -6 and pCIP destab -9.
CC(C)OC(=O)CSc1nnc(CNc2ccc(Cl)cc2)n1Cc1ccccc1 was read as IDE act 1, CHRM4 PAM -11, CRFBP-R2 agonist 0.4, PHOSPHO1 inh -12, MEKK3 PB1 HTS 107, CRFBP-R2 block 16, IDE cell inh -5, GalR3 antagonist -7 and pCIP destab -13.
For O=[N+]([O-])c1cccc2nc3ccccc3c(NCCCn3ccnc3[N+](=O)[O-])c12 the results were IDE act 2, CHRM4 PAM -3, CRFBP-R2 agonist -3.5, CRFBP-R2 block -9 and GalR3 antagonist -8.
COc1cc2nc(C3CCC3)n(NC(=O)COc3ccccc3)c(=O)c2cc1OC was read as IDE act 4, CHRM4 PAM 4, CRFBP-R2 agonist -0.1, PHOSPHO1 inh -6, MEKK3 PB1 HTS 103, CRFBP-R2 block 0, IDE cell inh 0, GalR3 antagonist -5 and pCIP destab 8.
Screening CN(C)CCn1c(=N)n(CC(O)c2ccc(Cl)c(Cl)c2)c2ccccc21 (stereo unspecified) returned IDE act 6, CHRM4 PAM -14, CRFBP-R2 agonist 2.3, PHOSPHO1 inh 24, MEKK3 PB1 HTS 99, CRFBP-R2 block -25, IDE cell inh -1, GalR3 antagonist -8 and pCIP destab 7.
For N#CC1=C(O)C(c2ccccc2)n2c1nc(=O)c1ccccc12 (stereo unspecified) the results were IDE act 2, CHRM4 PAM 10, CRFBP-R2 agonist 1.0, PHOSPHO1 inh 18, MEKK3 PB1 HTS 105, CRFBP-R2 block 10, IDE cell inh 3, GalR3 antagonist 1 and pCIP destab -6.
For O=C(COC(=O)CCC(=O)c1ccc(F)cc1)Nc1cccc(S(=O)(=O)N2CCCC2)c1 the results were IDE act 7, CHRM4 PAM -4, CRFBP-R2 agonist -2.6, PHOSPHO1 inh 14, MEKK3 PB1 HTS 107, CRFBP-R2 block 12, IDE cell inh 2, GalR3 antagonist 1 and pCIP destab 5.
Cc1cc(C)c(OCCCCN2CCNCC2)c(C)c1 was read as IDE act 3, CHRM4 PAM -12, CRFBP-R2 agonist -0.7, PHOSPHO1 inh 40, MEKK3 PB1 HTS 107, CRFBP-R2 block -12, IDE cell inh 2, GalR3 antagonist -9 and pCIP destab 7.
Screening O=C(N/N=C/c1ccccc1OCc1ccccc1)c1cccs1 returned IDE act 6, CHRM4 PAM -5, CRFBP-R2 agonist -0.8, PHOSPHO1 inh -13, MEKK3 PB1 HTS 108, CRFBP-R2 block -7, IDE cell inh 4, GalR3 antagonist -7 and pCIP destab 0.
For COc1ccccc1-c1nc(-c2cccc(C)c2)no1 the results were IDE act -2, CHRM4 PAM 4, CRFBP-R2 agonist 1.3, PHOSPHO1 inh -18, MEKK3 PB1 HTS 110, CRFBP-R2 block -1, IDE cell inh -6, GalR3 antagonist 1 and pCIP destab -15.
CSc1ccc(C(=S)N2CCN(C(c3ccccc3)c3ccccc3)CC2)cc1 was read as IDE act 1, CHRM4 PAM -10, CRFBP-R2 agonist -0.3, PHOSPHO1 inh 57, MEKK3 PB1 HTS 99, CRFBP-R2 block 7, IDE cell inh 0, GalR3 antagonist -6 and pCIP destab -7.
`O=C(CCC(=O)N1CCN(S(=O)(=O)c2ccc(Cl)cc2)CC1)Nc1cccc(Br)c1` gave IDE act -4, CHRM4 PAM 2, CRFBP-R2 agonist 0.0, PHOSPHO1 inh 1, MEKK3 PB1 HTS 96, CRFBP-R2 block 2, IDE cell inh 1, GalR3 antagonist -1 and pCIP destab -3.
`Cc1ccc(CNC(=O)CN(c2ccc(C(C)C)cc2)S(=O)(=O)c2c(C)noc2C)cc1` gave IDE act 10, CHRM4 PAM 1, CRFBP-R2 agonist -0.8, PHOSPHO1 inh 53, MEKK3 PB1 HTS 99, CRFBP-R2 block -20, IDE cell inh 0, GalR3 antagonist 2 and pCIP destab 7.
For O=C(CN1C(=O)COc2ccccc21)NCCCN1CCN(Cc2ccccc2)CC1 the results were IDE act -8, CHRM4 PAM 2, CRFBP-R2 agonist 0.7, PHOSPHO1 inh 14, MEKK3 PB1 HTS 105, CRFBP-R2 block -1, IDE cell inh 0, GalR3 antagonist -3 and pCIP destab -1.
COc1ccc(N2CCN(C(=O)CC(NC(N)=O)c3cccc(Oc4ccccc4)c3)CC2)cc1 (stereo unspecified) was read as IDE act 5, CHRM4 PAM 0, CRFBP-R2 agonist -0.5, PHOSPHO1 inh -16, MEKK3 PB1 HTS 100, CRFBP-R2 block 4, IDE cell inh 4, GalR3 antagonist -3 and pCIP destab 0.
Cc1nnsc1NC(=O)OCc1ccc(Cl)cc1Cl was read as IDE act 0, CHRM4 PAM -9, CRFBP-R2 agonist 3.7, PHOSPHO1 inh 35, MEKK3 PB1 HTS 106, CRFBP-R2 block 12, IDE cell inh -3, GalR3 antagonist -1 and pCIP destab -21.

Nothing new here: an excerpt of the list.
COc1ccc(N2CCN(C(=O)CC(NC(N)=O)c3cccc(Oc4ccccc4)c3)CC2)cc1 (stereo unspecified) was read as IDE act 5, CHRM4 PAM 0, CRFBP-R2 agonist -0.5, PHOSPHO1 inh -16, MEKK3 PB1 HTS 100, CRFBP-R2 block 4, IDE cell inh 4, GalR3 antagonist -3 and pCIP destab 0.
Cc1nnsc1NC(=O)OCc1ccc(Cl)cc1Cl was read as IDE act 0, CHRM4 PAM -9, CRFBP-R2 agonist 3.7, PHOSPHO1 inh 35, MEKK3 PB1 HTS 106, CRFBP-R2 block 12, IDE cell inh -3, GalR3 antagonist -1 and pCIP destab -21.

New compounds follow.
For COc1ccc(-c2noc(=O)[nH]2)cc1 the results were IDE act -4, CHRM4 PAM 4, CRFBP-R2 agonist -1.2, PHOSPHO1 inh 19, MEKK3 PB1 HTS 103, CRFBP-R2 block -5, IDE cell inh 2, GalR3 antagonist -1 and pCIP destab -4.
Screening COc1ccc(C2CC(c3ccccc3)=NN2C(=O)COC(=O)CNC(=O)c2ccccc2)cc1 (stereo unspecified) returned IDE act 2, CHRM4 PAM -1, CRFBP-R2 agonist 11, PHOSPHO1 inh -32, MEKK3 PB1 HTS 91, CRFBP-R2 block -30, IDE cell inh -1, GalR3 antagonist 1 and pCIP destab 7.
For N#C/C(=C\c1ccc(OCc2ccccc2)cc1)C(=O)Nc1nc2c(s1)CCN(Cc1ccccc1)C2 the results were IDE act 3, CHRM4 PAM -3, CRFBP-R2 agonist 30, PHOSPHO1 inh 22, MEKK3 PB1 HTS 110, CRFBP-R2 block -57, IDE cell inh 8, GalR3 antagonist -2 and pCIP destab 4.
For C[C@H]1CCCCO[C@@H](CN(C)S(=O)(=O)c2ccc(Cl)cc2)[C@@H](C)CN([C@@H](C)CO)C(=O)c2cc(NS(=O)(=O)c3ccccc3)ccc2O1 the results were CHRM4 PAM 0, CRFBP-R2 agonist -0.3, CRFBP-R2 block 7 and GalR3 antagonist -5.
Screening COc1ccc(C(=O)N(Cc2nc(-c3ccc(C)cc3)no2)C(C)C)cc1OC returned IDE act 8, CHRM4 PAM -3, CRFBP-R2 agonist 0.6, PHOSPHO1 inh -2, MEKK3 PB1 HTS 103, CRFBP-R2 block 19, IDE cell inh -2, GalR3 antagonist -2 and pCIP destab 2.
`S=c1[nH]nc(Cc2cccs2)n1-c1ccccc1Cl` gave IDE act 0, CHRM4 PAM 4, CRFBP-R2 agonist -1.5, PHOSPHO1 inh -110, MEKK3 PB1 HTS 104, CRFBP-R2 block -5, IDE cell inh -5, GalR3 antagonist -6 and pCIP destab 11.
Cc1cccc(N(CC(=O)NCc2ccc3c(c2)OCO3)C(=O)CCC(=O)Nc2ccccn2)c1 was read as IDE act 0, CHRM4 PAM -11, CRFBP-R2 agonist -3.0, PHOSPHO1 inh -6, MEKK3 PB1 HTS 103, CRFBP-R2 block -32, IDE cell inh -1, GalR3 antagonist 3 and pCIP destab -9.
For CN1C(=O)NC(c2ccccc2)C2=C1CN(CCc1ccccc1)C2=O (stereo unspecified) the results were IDE act 5, CHRM4 PAM -1, CRFBP-R2 agonist 0.2, PHOSPHO1 inh 16, MEKK3 PB1 HTS 84, CRFBP-R2 block 125*, IDE cell inh 1, GalR3 antagonist -1 and pCIP destab 1.
For CC1CCC2(CC1)NC(=O)N(CC(=O)NCc1cccs1)C2=O (stereo unspecified) the results were IDE act 6, CHRM4 PAM 16, CRFBP-R2 agonist -2.8, PHOSPHO1 inh -8, MEKK3 PB1 HTS 123, CRFBP-R2 block 11, IDE cell inh -5, GalR3 antagonist -7 and pCIP destab 2.
CCOC(=O)N1CCN(C(=O)CCC2CCCC2)CC1 was read as IDE act 2, CHRM4 PAM 1, CRFBP-R2 agonist -0.9, PHOSPHO1 inh 10, MEKK3 PB1 HTS 107, CRFBP-R2 block 7, IDE cell inh -2, GalR3 antagonist 0 and pCIP destab -14.
`CCOc1ccc(N2C(=O)CN(C)C2=S)cc1` gave IDE act 0, CHRM4 PAM 0, CRFBP-R2 agonist 0.6, PHOSPHO1 inh -7, MEKK3 PB1 HTS 108, CRFBP-R2 block 8, IDE cell inh 10, GalR3 antagonist -3 and pCIP destab -8.
Screening O=C(CCCn1c(=O)c2ccccc2n(Cc2ccccc2)c1=O)NCc1ccco1 returned IDE act 2, CHRM4 PAM 13, CRFBP-R2 agonist -1.9, PHOSPHO1 inh 13, MEKK3 PB1 HTS 104, CRFBP-R2 block -2, IDE cell inh 0, GalR3 antagonist -3 and pCIP destab -1.
Cc1cccc(NC(=O)C(C)n2cc([N+](=O)[O-])cn2)n1 (stereo unspecified) was read as IDE act 5, CHRM4 PAM 2, CRFBP-R2 agonist -0.2, PHOSPHO1 inh 28, MEKK3 PB1 HTS 99, CRFBP-R2 block 0, IDE cell inh 1, GalR3 antagonist 0 and pCIP destab -6.
`COCCNC(=O)C(OC(=O)c1ccco1)c1ccc(OC)cc1` (stereo unspecified) gave IDE act 6, CHRM4 PAM -1, CRFBP-R2 agonist -0.5, CRFBP-R2 block 9 and GalR3 antagonist -4.
`COc1ccc(-c2cn(-c3ccc(C)cc3)c(=O)n2CC(=O)Nc2ccc(OC)c(OC)c2)cc1` gave IDE act 2, CHRM4 PAM -6, CRFBP-R2 agonist -4.8, PHOSPHO1 inh 1, MEKK3 PB1 HTS 102, CRFBP-R2 block 24, IDE cell inh 5, GalR3 antagonist 0 and pCIP destab -4.
